hgDAF12 agonist: agonists of H. glycines DAF-12 nuclear receptor; HEK293 GAL4-hgDAF12 UAS-luciferase reporter, agonist luminescence; normalized to butyrate control; AID 687014; activation, % at 6.8 µM; 370,000 tested, 1.8% active;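 active means activation above a cutoff set at the mean of all screened compounds plus 3 SD, cut at about 10% in these data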;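 further: 0% = DMSO wells and 100% = sodium butyrate wells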
SMARCA2 act: SMARCA2 function activation, primary screen; activation, % at 9.1 µM; 370,000 tested, 1% active; MG213 cells, MMTV-luciferase reporter, dexamethasone, overnight; in the data active means activation above about 7.8%;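 further: 0% = vehicle wells and 100% = reference activator wells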
DAX1 inh-1: DAX1 (NR0B1) inhibition, primary screen | AID 652010 | HEK293T StAR-luciferase reporter, SF-1/DAX-1 repression relief | 370,000 tested, 1.1% active | inhibition, % at 6.8 µM;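 active means inhibition above the mean over all tested compounds plus 3 SD, cut at about 3.6% in these data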;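 further: 0% = DAX-1 cells with DMSO and 100% = cells lacking DAX-1 with DMSO; higher inhibition means more luminescence from relief of DAX-1 repression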
PLC-beta3 inh: inhibitors of human phospholipase C beta3; Purified PLC-beta3, fluorogenic substrate, fluorescence; Q01970; inhibition, % at 12.2 µM; 370,000 tested, 0.18% active; in the data active means inhibition above about 11%;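 further: 0% = median of compound wells on plate and 100% = full blocker control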
HGIII-sPLA2 inh: Blocks human group III sPLA2 activity; QFRET BODIPY PC-A2 liposome hydrolysis, fluorescence; inhibition, % at 12.2 µM; 370,000 tested, 0.56% active;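 active means inhibition above mean plus 3 SD of compounds lying within the high and low control bounds, cut at about 19% in these data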;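 further: 0% = median of test compound wells and 100% = no enzyme DMSO wells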
PG9 binder: binds the HIV-1 gp120 antibody PG9; inhibition, % at 6.7 µM; TR-FRET gp120-PG9 antibody binding; 360,000 tested, 0.43% active; in the data active means inhibition above about 8.5%
FXN GAA850 act: activators of GAA850 frataxin (FXN) promoter; HEK293 lucGAA850 FXN promoter luciferase reporter, 24 h; percent of 10 µM SAHA response; activation, % at 6 µM; 360,000 tested, 0.56% active; AID 540364;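 active means activation above the average of all compounds screened plus 3 SD, cutoff fixed separately per campaign, cut at about 7.5% in these data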;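 further: 0% = DMSO wells and 100% = 10 µM SAHA wells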
ssDAF-12 act: S. stercoralis DAF-12 activation, primary screen; activation, % at 6.8 µM; HEK293 ssDAF-12/GRIP1 lit1-tk-luc reporter, luminescence; % of 3 µM dafachronic acid response; 370,000 tested, 1% active;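 active means activation above the mean over all tested compounds plus 3 SD, cut at about 0.9% in these data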;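 further: 0% = DMSO-only wells and 100% = 3 µM delta7-dafachronic acid wells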
DAX1 inh-2: inhibits human nuclear receptor DAX1; P51843; 340,000 tested, 0.99% active; inhibition, % at 6.75 µM; HEK293 Gal4-DAX1 luciferase reporter, luminescence; AID 504766;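 active means inhibition above the mean over all tested compounds plus 3 SD, cut at about 4.2% in these data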;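 further: 0% = DAX1-transfected cells with DMSO and 100% = empty-vector control cells with DMSO; inhibition shows as a rise in luminescence from relieved DAX1 repression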
Target sequence (P51843 207-470 limits assumed): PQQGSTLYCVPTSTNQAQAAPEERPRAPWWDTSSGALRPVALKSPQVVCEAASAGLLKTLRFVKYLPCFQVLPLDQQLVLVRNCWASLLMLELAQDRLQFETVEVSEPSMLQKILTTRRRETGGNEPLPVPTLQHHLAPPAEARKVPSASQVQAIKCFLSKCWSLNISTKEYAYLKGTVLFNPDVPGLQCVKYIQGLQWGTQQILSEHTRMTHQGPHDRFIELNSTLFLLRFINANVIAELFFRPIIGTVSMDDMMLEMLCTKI
Rev-erbA mod: Rev-erb alpha (human) modulation; P20393; Rev-erbα–FITC-DNA binding, fluorescence polarization, 90 min; activity, % at 10 µM; 370,000 tested, 0.79% active;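 active means activity above about 14%, limit read from the data; passing the limit was not always enough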;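 further: 0% = DMSO wells with 35 nM protein and 100% = DMSO wells with 750 nM protein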
Target sequence (P20393 whole entry, looked up): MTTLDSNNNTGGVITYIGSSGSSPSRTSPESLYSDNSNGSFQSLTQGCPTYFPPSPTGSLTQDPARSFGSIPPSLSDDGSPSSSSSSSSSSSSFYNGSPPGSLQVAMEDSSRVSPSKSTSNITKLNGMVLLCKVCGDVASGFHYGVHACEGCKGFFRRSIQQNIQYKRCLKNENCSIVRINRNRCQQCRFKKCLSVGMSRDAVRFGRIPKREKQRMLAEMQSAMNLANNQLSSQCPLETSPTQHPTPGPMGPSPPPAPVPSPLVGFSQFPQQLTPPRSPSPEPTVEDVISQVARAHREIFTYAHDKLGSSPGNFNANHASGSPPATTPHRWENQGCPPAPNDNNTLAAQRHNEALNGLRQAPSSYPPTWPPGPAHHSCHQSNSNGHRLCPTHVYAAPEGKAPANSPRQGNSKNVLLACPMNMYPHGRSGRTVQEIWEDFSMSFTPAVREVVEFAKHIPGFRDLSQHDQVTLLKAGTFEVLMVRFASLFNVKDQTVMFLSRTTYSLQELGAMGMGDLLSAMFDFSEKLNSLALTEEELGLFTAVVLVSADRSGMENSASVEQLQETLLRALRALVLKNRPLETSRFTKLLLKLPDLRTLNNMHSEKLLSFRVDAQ
hcDAF-12 act: H. contortus DAF-12 activation, primary screen; 370,000 tested, 1.4% active; AID 652067; HEK293 hcDAF-12 lit1-tk-luc reporter, luminescence; 0% DMSO, 100% Δ7-dafachronic acid; activation, % at 6.8 µM;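 active means activation above the mean of all tested compounds plus 3 SD, cut at about 5.5% in these data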;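 further: 100% = response to 3 µM Δ7-dafachronic acid high control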
Numbers without * were called inactive; i = inactive; / = not tested or not shown. Hits appear at their usual frequency. Share with any hit: about 7%.

Every second line gives: ssDAF-12 act | SMARCA2 act | hgDAF12 agonist | PG9 binder | HGIII-sPLA2 inh | Rev-erbA mod | DAX1 inh-1 | DAX1 inh-2 | PLC-beta3 inh | FXN GAA850 act | hcDAF-12 act
COc1cc(C(C2=C(O)CC(C)(C)CC2=O)C2C(=O)CC(C)(C)CC2=O)cc(OC)c1OC (configuration not stated)
→ -1.4 | -1 | 1.5 | -1.1 | 2 | 0 | -0.2 | / | 0 | 0.5 | -0.6
CN(C(=O)c1cccc(NC(=O)Cc2cccc([N+](=O)[O-])c2)c1)C1CCCC1
→ -2.1 | -2 | -4.9 | -1.5 | -9 | 3 | -0.8 | -1.8 | 6 | -4.8 | -3.3
COc1ccc(S(=O)(=O)n2c([N+](=O)[O-])cnc2C)c(C)c1C
→ -1.4 | 2 | 0.8 | -0.5 | 0 | 4 | 0.2 | 0.6 | -6 | 1.5 | -0.9
O=C(CSc1nncn1-c1ccccc1)NC1CCCc2ccccc21 (configuration not stated)
→ -1.3 | 0 | 0.4 | -2.0 | 2 | 1 | -0.2 | -0.3 | 2 | 0.6 | -2.6
CSc1ccccc1C(=O)NCC(c1ccco1)N1CCCCC1 (configuration not stated)
→ -0.6 | 0 | -3.5 | -1.5 | 2 | 0 | -0.2 | 0.2 | 3 | 1.4 | -1.5
S=C(NCC(c1cccnc1)N1CCOCC1)NC1CCCCC1 (configuration not stated)
→ -1.3 | 1 | -1.9 | -1.8 | 5 | 5 | 0.5 | 0.4 | 1 | 0.1 | -0.3
Cc1cc(C(=O)Cn2ncc(Cl)c(Cl)c2=O)c(C)n1CC(F)(F)F
→ -1.2 | -12 | -2.1 | -0.1 | -10 | -1 | 0.8 | -0.2 | -1 | 14* | -0.6
Cc1cc(C)cc(NC(=O)c2cc(S(=O)(=O)NCc3ccco3)ccc2F)c1
→ -1.8 | -2 | -4.5 | 0.6 | -27 | 2 | -1.1 | 0.3 | 3 | -0.7 | -0.7
O=C(OCc1ccc([N+](=O)[O-])cc1)C1CC(=O)N(Cc2ccccc2)C1 (configuration not stated)
→ -1.3 | 2 | -0.7 | -2.1 | -3 | -2 | 0.0 | -0.7 | 5 | 1.1 | 0.0
Cc1oc(-c2cccs2)nc1CSCC(=O)NC1CC1
→ -0.9 | 1 | -0.1 | -0.5 | 0 | 8 | 0.0 | 0.5 | -9 | -3.7 | -2.4
CCCCN(C)C(=O)c1ccc(Nc2nc(C(N)CCc3ccccc3)cs2)nc1 (configuration not stated)
→ -1.1 | -4 | 0.3 | 0.9 | 4 | -2 | -0.6 | / | -18 | -3.1 | 0.3
COc1cccc2sc(N(C)c3ccccc3)nc12
→ 0.7 | 3 | 13* | 1.0 | 0 | 6 | 4.6* | 1.9 | 1 | 7.7* | 6.5*
Cc1ccc(Nc2ncnc3c2cnn3C)cc1
→ -2.1 | 2 | 0.4 | -0.5 | -2 | 2 | -0.2 | -0.7 | -1 | 2.7 | -0.2
Cc1c(Cl)c([N+](=O)[O-])nn1Cc1ccc(C(=O)N/N=C\c2ccccn2)o1
→ -1.3 | 6 | 1.4 | -1.9 | -8 | 1 | -0.3 | -1.0 | 6 | 0.9 | -1.6
O=S(=O)(c1ccc2ccccc2c1)N1CCN(C2Cc3ccccc3C2)CC1
→ 0.2 | 4 | -2.4 | 0.1 | -2 | 1 | -0.4 | -0.9 | 5 | 5.3 | -0.5
COc1cc(C(=O)Nc2cc3c(cc2N2CCCCC2)n(C)c(=O)n3C)cc(OC)c1OC
→ -1.2 | -2 | -2.6 | -1.9 | -2 | -2 | 1.2 | -0.8 | -51 | 2.2 | 1.4
C=CCC[C@H](CCCCC)OC(=O)/C=C/[C@@H](O)[C@H](O)C[C@H](O)CC=C
→ -1.4 | 1 | -3.8 | 1.6 | -11 | -1 | -1.2 | / | 0 | / | -0.7
COc1ccc(OC)c(NC(=O)CCC(=O)Nc2nnc(C(C)C)s2)c1
→ -1.5 | -3 | -1.1 | 0.4 | -4 | -3 | -0.4 | 0.7 | -2 | 0.5 | -1.0
O=S(=O)(NCCO)c1ccc2c(c1)Cc1cc(S(=O)(=O)NCCO)ccc1-2
→ -1.2 | 2 | 1.6 | -0.2 | -5 | -4 | -0.2 | 0.1 | 3 | 2.5 | -1.7
Cc1ccc2[nH]c(=O)c(CN(CCc3ccccc3)C(=O)N3CCOCC3)cc2c1
→ -1.2 | 0 | 1.0 | -0.3 | 2 | 4 | 0.0 | -1.4 | 0 | 2.0 | 0.4

Complete entries, quoted from the list. Values in the order: ssDAF-12 act, SMARCA2 act, hgDAF12 agonist, PG9 binder, HGIII-sPLA2 inh, Rev-erbA mod, DAX1 inh-1, DAX1 inh-2, PLC-beta3 inh, FXN GAA850 act, hcDAF-12 act
Cc1oc(-c2cccs2)nc1CSCC(=O)NC1CC1 as listed: -0.9, 1, -0.1, -0.5, 0, 8, 0.0, 0.5, -9, -3.7, -2.4
S=C(NCC(c1cccnc1)N1CCOCC1)NC1CCCCC1 (configuration not stated) as listed: -1.3, 1, -1.9, -1.8, 5, 5, 0.5, 0.4, 1, 0.1, -0.3

Next part.
Every second line gives: ssDAF-12 act | SMARCA2 act | hgDAF12 agonist | PG9 binder | HGIII-sPLA2 inh | Rev-erbA mod | DAX1 inh-1 | DAX1 inh-2 | PLC-beta3 inh | FXN GAA850 act | hcDAF-12 act
CCCCn1c(N)c(N(CCOC)C(=O)CSc2n[nH]c(-c3ccc(OC)cc3)n2)c(=O)[nH]c1=O
→ -1.4 | 2 | 2.8 | -4.2 | -1 | 7 | -0.3 | 0.1 | -6 | 2.2 | 2.5
Cc1occc1C(=O)Nc1c(Cl)cccc1Cl
→ -1.3 | 1 | 2.9 | -3.1 | -1 | -4 | -1.0 | 1.4 | -4 | 1.6 | 0.8
CCc1noc(C)c1C(=O)NC1CCCc2c1cnn2-c1cc(C)cc(C)c1 (configuration not stated)
→ -1.0 | 6 | 3.6 | -2.2 | 1 | 4 | 0.3 | -0.8 | 2 | -0.5 | -3.0
NC(=O)c1nn(-c2ccccc2)nc1NC(=O)CSc1nnnn1-c1ccc(Cl)cc1
→ -0.7 | -2 | -2.2 | 0.8 | -34 | -1 | -0.9 | -1.6 | -2 | -1.0 | 0.2
O=C(/C=C/c1cccc([N+](=O)[O-])c1)NC1CC2CCC1C2 (configuration not stated)
→ -1.3 | 3 | 1.1 | -0.9 | 8 | 0 | 0.3 | -0.3 | 3 | 3.0 | -0.3
CC(C)(C)c1ccccc1OCCOCCSc1ncccn1
→ -1.3 | -2 | 0.7 | -1.0 | 0 | 9 | -0.7 | -1.0 | 3 | 4.3 | -1.8
Nc1nonc1-c1noc(-c2ccc(Br)o2)n1
→ -0.2 | -2 | 3.8 | -17 | -1 | -2 | -0.5 | -1.1 | -1 | 1.1 | 0.9
CCOC(=O)c1ccc(NC(=S)N2CCCC2c2ccc(OC)c(OC)c2)cc1 (configuration not stated)
→ -1.4 | -1 | 1.4 | -0.8 | -14 | -2 | -0.8 | -0.8 | -4 | 3.7 | -2.7
CC(C)c1cccc(C(C)C)c1NC(=O)OC1CCCCC1
→ -1.2 | -1 | 0.4 | -0.9 | 2 | -4 | -0.5 | / | 2 | / | -0.7
CC[N+]1(CC)CC2=Cc3c(ccc4ccccc34)CC2C1 (configuration not stated)
→ -0.5 | -3 | -0.9 | 1.0 | 4 | -5 | 0.5 | 2.3 | -4 | 0.0 | -0.4
O=C(c1ccc2c(c1)OCCO2)N1CCCCC1
→ -0.9 | 0 | -2.3 | 0.9 | -1 | -3 | -0.2 | 0.5 | 4 | 1.6 | -1.2
CCc1cccc(CC)c1NC(=O)CN1C2CCCC1CC(NC(=O)Nc1cccc(OC)c1)C2 (configuration not stated)
→ -2.0 | 11* | 4.4 | -1.7 | -34 | 0 | 0.8 | 1.6 | -1 | -2.1 | -1.9
Cc1ccc(C(=O)Oc2ccc(C(=O)COC(=O)c3cnccn3)cc2)cc1
→ -0.8 | 1 | 0.5 | 0.6 | -2 | -2 | 0.3 | 1.1 | 1 | -0.3 | -1.0
COc1ccc2c(c1OC)C(=O)N1C2SC(C)(C)[C@H]1C(=O)NCCCOC(C)C (some centres not stated)
→ -0.6 | -1 | 0.2 | 1.0 | -4 | 1 | -0.3 | 0.8 | -75 | 1.0 | -1.3
O=C(NCc1ccco1)c1cccc(C(F)(F)F)c1
→ -1.4 | 0 | 2.0 | -0.4 | -7 | 4 | 0.2 | 0.0 | -7 | 1.0 | 0.9
Cc1cc(C(F)(F)F)nc(SCC(=O)NC2=NC(=O)C(C)S2)n1 (configuration not stated)
→ -0.7 | 4 | 1.4 | -0.8 | 3 | 1 | -0.5 | 2.5 | 2 | 2.3 | 1.0
O=C(CSc1ccccc1C(=O)O)c1ccc(Cl)cc1
→ -0.6 | 6 | 4.0 | -0.9 | -24 | 6 | 0.4 | -0.4 | -4 | 4.9 | 2.4
Cc1nc2ccccc2c2c1CC(C)S2 (configuration not stated)
→ -1.9 | 2 | -2.3 | 0.5 | -2 | 1 | -0.3 | 0.6 | -19 | 1.3 | 0.2
COc1cc(CNCc2ccccn2)ccc1OCC(=O)NC(C)(C)C
→ -1.0 | -5 | 0.0 | 0.6 | -1 | 1 | -0.1 | 0.1 | 7 | -1.8 | -1.8
CO[C@@H]1CN(C)C(=O)c2cc(NC(=O)C3CC3)ccc2OC[C@H](C)N(C(=O)CN2CCOCC2)C[C@@H]1C
→ -0.5 | 2 | -1.1 | 0.7 | 6 | 0 | 1.6 | / | 5 | / | -0.8
O=C(NCc1ccc2c3c(cccc13)C(=O)N2)c1cccs1
→ -1.6 | -4 | -2.4 | -4.0 | 4 | -6 | -0.1 | 1.2 | i | 0.4 | -1.6
CCC(C)NC(=O)c1ccc(C)c(NC(=O)C2=C(C)OCCS2)c1 (configuration not stated)
→ -0.9 | 0 | -0.1 | -1.3 | -1 | 4 | -0.3 | 2.7 | -3 | 0.1 | -0.7
NS(=O)(=O)c1ccc(CCNC(=O)Nc2ccc(Cl)c(Cl)c2)cc1
→ -1.7 | -2 | -0.5 | -0.3 | -39 | -5 | -2.5 | -0.9 | 2 | -2.7 | -2.1
Cc1ccccc1OCCCSc1nc2ccccc2[nH]1
→ -2.3 | -2 | 1.5 | 0.8 | -19 | 0 | -0.7 | -2.5 | 3 | 0.8 | -2.5
CCOC(=O)c1nn(C)c2[nH]c(=O)n(C)c(=O)c12
→ -0.7 | -2 | -2.7 | -2.8 | 8 | -2 | 0.5 | 0.2 | 3 | -0.2 | -0.2
Cc1nn(Cc2c(F)cccc2Cl)c(C)c1[N+](=O)[O-]
→ -1.3 | 2 | 1.0 | -1.1 | 0 | -1 | 0.2 | / | 3 | 0.8 | -1.1
CCCCNC(=O)C(NC(=O)c1cccc2ccccc12)C(=O)c1ccccc1 (configuration not stated)
→ -1.1 | 3 | 1.1 | 3.4 | -6 | -3 | 1.3 | / | 4 | / | -0.1
CCOC(=O)C1=C(C)OC(N)=C(C#N)C1c1cc(F)ccc1F (configuration not stated)
→ -1.4 | -1 | -1.2 | 0.1 | -17 | -4 | -0.1 | -1.0 | -4 | 0.0 | 0.8
CSCCC(NC(=O)COc1ccccc1)C(=O)NCC(C)(C)N1CCOCC1 (configuration not stated)
→ -1.2 | 3 | 0.6 | -0.8 | 7 | 12 | 0.8 | 0.8 | -3 | 0.6 | 0.8
